# p53ts 32C tox: cytotoxicity in p53ts cells at permissive temperature; Potency, µM (doses to about 46.1 µM), without a hit: top-dose activity change, negative = cytotoxicity, actives largely listed as cytotoxic; AID 924; H1299-p53A138V at 32C, ATP luminescence viability, 24 h; 0.93% of 130,000 active;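 note: 0% = DMSO and -100% = full killing by reference compound; nearly all actives have a fitted effect of over 55% in size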
#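 H1299-p53 A138V cells (temperature-sensitive p53) exposed 24 h to up to 46 uM compound at 32C, where p53 is wild-type in conformation. Viability read as ATP luminescence and normalised to DMSO and 100 uM tamoxifen. AC50 fitted with the Hill equation.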
# IkB sig inh: IkB pathway inhibition in ABC-DLBCL cells; ABC-DLBCL IkBa-CBG/CBR dual luciferase ratio, 4 h; response scale: scaled: untreated 0%, proteasome inhibitor 100%; Potency, µM (top dose mostly 57.1 µM), for inactives: at the top dose IkBa stabilization activation; AID 445; 0.04% of 110,000 active; active = well fitted curve in the direction sought with a large enough effect in the signal ratio, not every such curve was filed as active; inconclusive = small, poorly fitted or top-dose-only effect, or a change in a side signal; the % refers to the signal ratio;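 note: the direction sought is a rising ratio; 0% = basal untreated cells and 100% = reference inhibitor full response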
#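 Curves were fitted separately to fusion (green), unfused (red) and ratio luminescence, then classed by r2, magnitude and activity. Cells: OCI-Ly3, 4 h compound plus doxycycline at 37C; 10 uM MG-132 defined full response.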
# Peg3 imprint: inducers of genomic imprint erasure in mouse ES cells; 0.02% of 110,000 active; mouse ES Peg3-LacZ reporter, beta-gal luminescence, 40 h; Potency, µM (series often up to 60.7 µM), inactives show at the highest dose activity change, positive = activation, hits mostly activators; AID 1948;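 note: 0% = negative control wells on the plate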
#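 Each well holds 300 Peg3LacZ-Neo (maternal) female ES cells incubated 40 h at 37C, 5% CO2. LacZ is measured by BetaGlo luminescence, with AC50 and maximum efficacy derived from dose-response curves.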
# p53ts 39C kill: kills p53ts cells at the nonpermissive temperature; H1299-p53A138V viability at 39C, ATP luminescence, 24 h; Potency, µM (doses to about 46.1 µM), inactives show at the top dose activity change, negative = cell killing, most hits filed as cytotoxic; 1.5% of 130,000 active; note: nearly all actives have a fitted effect of over 55% in size
# * marks the source's active call; other numbers are inactive results; ? = inconclusive; . = not tested or not shown; [ ] = dose if it differs, or a comment. Unless noted, calls come from the whole dose curve; as a rule, active = well fitted curve in the direction sought with a large enough effect; inconclusive = small, poorly fitted or top-dose-only effect, or another doubt; inactive = no such curve, though single readings can be large; an effect the other way counts as inactive or inconclusive. Unless noted, % is set by controls: 0 for no effect and ±100 for the full control effect; potency is the fitted concentration of half-maximal effect. No enrichment for hits. About 1.7% of those tested had a hit in this group.
# Letter code: A = p53ts 32C tox; B = IkB sig inh; C = Peg3 imprint; D = p53ts 39C kill
mol: CC(=O)c1ccc(NC(=O)Cn2c(=O)nc(-c3ccccc3)c3ccccc32)cc1
  A: 2.7%	B: -0.5%	C: 3.6%[10.9 µM]	D: -8.6%

mol: CC1CCCN(C(=O)Cn2nnc(-c3cccnc3)n2)C1 (configuration not stated)
  A: 1.9%	B: 0.5%	C: -7.7%	D: 1.4%

mol: CCOc1ccc2c(c1)[C@@H]1C=CC[C@@H]1[C@H](c1ccccc1Cl)N2
  A: -9.9%	B: ?	C: -6.7%[10.9 µM]	D: -9.0%

mol: CC(C)C(=O)Nc1ccc2nc(SCC(=O)N3CCOCC3)sc2c1
  A: -5.0%	B: -0.1%	C: 19.8%[10.9 µM]	D: 20.4%

mol: Cc1ccc(-c2noc(C3CCN(S(=O)(=O)c4ccc5c(c4)OCCO5)CC3)n2)o1
  A: -0.8%	B: 19.1%	C: .	D: 3.0%

mol: COc1cccc(CNC(=O)Cn2ncn3c(cc4ccccc43)c2=O)c1
  A: 4.7%	B: 1.1%	C: -6.9%[10.9 µM]	D: -4.0%

mol: Cn1nc(-c2ccc(C(=O)N3CCN(c4ccccc4)CC3)cc2)c2ccccc2c1=O
  A: 5.4%	B: -0.8%	C: -8.9%	D: 5.9%

mol: O=C(CC1(O)C(=O)N(CN2CCOCC2)c2ccccc21)c1ccccc1 (configuration not stated)
  A: 2.2%	B: 1.7%	C: -6.1%	D: 2.0%

mol: Cc1ccc(S(=O)(=O)N(C)CC(=O)NC2CCCC2)cc1
  A: -0.8%	B: 3.7%	C: -2.3%	D: 2.5%

mol: Cc1cc(C)c2c3c(sc2n1)C1(CCSCC1)C(C#N)=C(N)O3
  A: 2.2%	B: -5.7%	C: -19.8%	D: 29.8%

# (further entries)
# Letter code: A = p53ts 32C tox; B = IkB sig inh; C = Peg3 imprint; D = p53ts 39C kill
mol: COc1ccc(Cn2ccc3nc(C)c(C(=O)N4CCN(c5ccccc5OC)CC4)cc3c2=O)cc1
  A: -5.5%	B: ?	C: -10.9%[10.9 µM]	D: -26.3%

mol: COC(=O)c1ccc(C)c(NC(=O)C2COc3ccccc3O2)c1 (configuration not stated)
  A: 6.2%	B: -5.5%	C: -17.4%	D: 5.3%

mol: CCC(=O)N1CCc2cc(Br)cc(S(=O)(=O)NCC3CCCO3)c21 (configuration not stated)
  A: 7.2%	B: -0.9%	C: 7.9%	D: 9.1%

mol: CCOC(=O)c1[nH]c2ccc(OC)cc2c1NC(C)=O
  A: 3.7%	B: 0.5%	C: 0.2%	D: -0.3%

mol: COc1cc(OC)c(NS(=O)(=O)c2ccc3c(c2)CCCN3C(C)=O)cc1Cl
  A: 2.9%	B: 3.0%	C: -8.5%[10.9 µM]	D: -16.1%

mol: COc1ccc(-c2cc(C(=O)Nc3c(C)nn(Cc4ccccc4)c3C)no2)cc1
  A: 10.8%	B: 0.7%	C: -16.7%	D: -15.9%

mol: COC(=O)C(C)NC(=O)C(C)NC(=O)OCc1ccccc1 (configuration not stated)
  A: -17.2%	B: 0.4%	C: 4.9%	D: -0.9%

mol: Fc1ccc(-c2oncc2-c2nnnn2-c2ccccc2)cc1F
  A: 13.2%	B: .	C: .	D: 5.1%

mol: O=C(CSc1nnc(COc2ccccc2)o1)Nc1cc(C(F)(F)F)ccc1Cl
  A: 2.7%	B: 4.5%	C: -8.2%[10.9 µM]	D: -2.6%

mol: COc1cccc(NC(=O)Cn2nnc(C(=O)NCCc3ccccc3)c2N)c1
  A: 0.8%	B: -0.9%	C: -7.3%[10.9 µM]	D: 10.6%

# The final 3 entries of the part before lead into the next.
# Letter code: A = p53ts 32C tox; B = IkB sig inh; C = Peg3 imprint; D = p53ts 39C kill
mol: Fc1ccc(-c2oncc2-c2nnnn2-c2ccccc2)cc1F
  A: 13.2%	B: .	C: .	D: 5.1%

mol: O=C(CSc1nnc(COc2ccccc2)o1)Nc1cc(C(F)(F)F)ccc1Cl
  A: 2.7%	B: 4.5%	C: -8.2%[10.9 µM]	D: -2.6%

mol: COc1cccc(NC(=O)Cn2nnc(C(=O)NCCc3ccccc3)c2N)c1
  A: 0.8%	B: -0.9%	C: -7.3%[10.9 µM]	D: 10.6%

mol: O=c1c(CCc2ccccc2)nc2cncnc2n1C1CC1
  A: -5.9%	B: -0.3%[11.4 µM]	C: .	D: -4.9%

mol: Cc1occc1-c1nnc(SCC(=O)c2ccc(Cl)cc2)n1CC1CCCO1 (configuration not stated)
  A: 1.4%	B: 6.2%	C: -8.2%	D: -7.4%

mol: Cn1c(=O)c2c(nc(N3CCCCC3)n2CCSc2nc3ccccc3s2)n(C)c1=O
  A: -1.4%	B: -0.4%	C: -4.6%	D: 7.4%

mol: O=C(Cc1c(C(=O)O)[nH]c2ccccc12)NC1CCN(Cc2ccccc2)CC1
  A: 0.6%	B: -1.8%	C: -8.1%	D: 4.9%

mol: CCOC(=O)N1CC=C2C(C#N)=C(N)C(C#N)(C#N)[C@H](c3ccsc3)[C@H]2C1
  A: 19.2%	B: 4.4%	C: -11.9%	D: -2.2%

mol: CCOc1ccc(-c2nnc(-c3cccs3)o2)cc1OCC
  A: -5.0%	B: -3.5%	C: 24.5%	D: -4.1%

mol: CSc1nc(-c2ccco2)nn1S(=O)(=O)c1ccc(C)cc1
  A: 0.1%	B: 3.0%	C: -13.3%	D: -4.7%

mol: O=C(c1ccco1)N1CCN(C(=O)c2cccc3c2C(=O)N(C2CCCCC2)C3)CC1
  A: -4.3%	B: 2.0%	C: -8.7%	D: -0.6%

mol: CCOC(=O)c1cccc(NC(=O)C2CCN(c3nnc(C)c4c(C)n(-c5ccccc5)nc34)CC2)c1
  A: 4.3%	B: ?	C: 23.3%[10.9 µM]	D: -16.3%

mol: COc1cccc(C2CC(c3cccc(C)c3)n3ncnc3N2)c1 (configuration not stated)
  A: 1.9%	B: -1.1%	C: -10.0%	D: 13.2%

# Remaining list, next part:
# Letter code: A = p53ts 32C tox; B = IkB sig inh; C = Peg3 imprint; D = p53ts 39C kill
mol: COc1cc(C)c(C)cc1S(=O)(=O)Nc1cccc(-c2ccc(N3CCOCC3)nn2)c1
  A: -8.7%	B: -0.1%	C: -6.1%[10.9 µM]	D: -15.7%

mol: COc1ccc(/C=C2/SC(=O)N(CCC(=O)Nc3ccc(C)cc3)C2=O)cc1OC
  A: -3.2%	B: .	C: .	D: 19.0%

mol: O=C(CNC(=O)c1ccccc1F)NC1CC1
  A: 3.1%	B: -2.0%	C: -4.4%	D: 16.3%

mol: Cc1cccc(NC(=O)c2ccc3c(c2)CCN3S(=O)(=O)c2ccccc2)c1C
  A: 8.8%	B: -0.3%	C: -17.6%[10.9 µM]	D: -18.7%

mol: Cc1ccc(-c2nc3ccccn3c2Nc2ccccc2C)s1
  A: -24.6%	B: ?	C: -4.9%[10.9 µM]	D: -16.7%

mol: Cc1ccc(OCC(=O)Nc2nnn(C)n2)c(C)c1
  A: -18.4%	B: -1.0%	C: -15.2%	D: ?

mol: COC(=O)C1=C(N)Oc2cc(N(C)C)ccc2C1c1ccccc1OC (configuration not stated)
  A: 8.7%	B: ?	C: -16.3%	D: -14.5%

mol: O=C(C1CC1)N1CCc2cc(Br)cc(S(=O)(=O)N3CCN(c4ccccc4)CC3)c21
  A: -1.3%	B: 1.2%	C: 5.4%[10.9 µM]	D: 15.7%

mol: O=C(O)CSCCn1cccn1
  A: 6.2%	B: 0.5%	C: -2.3%	D: -1.4%

mol: CCOC(=O)c1ccccc1NC(=O)Nc1ccc(OC)c(OC)c1
  A: 5.0%	B: 0.5%	C: 1.6%	D: 2.2%

# Copied from above, 4 compounds:
# Letter code: A = p53ts 32C tox; B = IkB sig inh; C = Peg3 imprint; D = p53ts 39C kill
mol: COC(=O)C1=C(N)Oc2cc(N(C)C)ccc2C1c1ccccc1OC (configuration not stated)
  A: 8.7%	B: ?	C: -16.3%	D: -14.5%

mol: O=C(C1CC1)N1CCc2cc(Br)cc(S(=O)(=O)N3CCN(c4ccccc4)CC3)c21
  A: -1.3%	B: 1.2%	C: 5.4%[10.9 µM]	D: 15.7%

mol: O=C(O)CSCCn1cccn1
  A: 6.2%	B: 0.5%	C: -2.3%	D: -1.4%

mol: CCOC(=O)c1ccccc1NC(=O)Nc1ccc(OC)c(OC)c1
  A: 5.0%	B: 0.5%	C: 1.6%	D: 2.2%

# (next part)
# Letter code: A = p53ts 32C tox; B = IkB sig inh; C = Peg3 imprint; D = p53ts 39C kill
mol: Nc1nc(SCc2ccccc2Cl)ns1
  A: 9.5%	B: .	C: .	D: 6.4%

mol: Fc1ccc(Br)cc1/C=N/n1cnnc1
  A: 0.3%	B: -0.7%	C: -6.6%	D: 4.4%

mol: COc1ccc(N=C2C(=O)Nc3ccccc32)cc1
  A: -10.2%	B: 3.7%	C: -21.1%	D: 0.1%

mol: CCOC(=O)c1cccc(NC(=O)c2cc(S(=O)(=O)N3CCCC(C)C3)cn2C)c1 (configuration not stated)
  A: 0.2%	B: ?	C: -7.4%[10.9 µM]	D: -22.7%

mol: CC(=O)C1=C(O)C(=O)N(CCC(=O)O)C1c1cccc(F)c1 (configuration not stated)
  A: -9.4%	B: 0.4%	C: -8.9%	D: 7.9%

mol: O=C(c1cccs1)N1CCN(C2CCN(Cc3ccccc3)CC2)CC1
  A: -2.7%	B: -3.5%	C: -16.3%	D: 3.2%

mol: O=C(NCC1CCCO1)c1cccc(N2CCCC2=O)c1 (configuration not stated)
  A: -2.1%	B: -0.5%	C: -0.2%	D: -4.8%

mol: Cc1cc(C)n(-c2nc3ccccc3nc2Nc2ccc(C(C)C)cc2)n1
  A: -0.3%	B: 4.4%	C: -1.6%[10.9 µM]	D: 3.1%

# High-throughput results: PubChem BioAssay, National Center for Advancing Translational Sciences (NCATS)
